RMI-FANCM inh: RMI-FANCM interaction inhibition. Fluorescence polarization, RMI core complex with F-MM2 peptide; hits give low values. FP signal (polarization) at 33 µM. 70,000 compounds, 0.58% hits; in the data active means FP signal below about 40; further: inactives centre near 61; strong numbers were not always called active; unit not given here
The depositor's hits bear a star; & = joins results of further samples. Not all compounds are listed. The share of hits here may be higher or lower than overall.

Start of the data: the first two entries, to show the layout:
SMILES	RMI-FANCM inh
CN(C)CCCN(C(=O)c1ccc(S(=O)(=O)N(C)C2CCCCC2)cc1)c1nc2c(F)cccc2s1	117
CCCOc1ccc(S(=O)(=O)NCCN2CCN(c3ccc(F)cc3)CC2)cc1	63

All compounds of this part, previewed entries included:
SMILES	RMI-FANCM inh
CN(C)CCCN(C(=O)c1ccc(S(=O)(=O)N(C)C2CCCCC2)cc1)c1nc2c(F)cccc2s1	117
CCCOc1ccc(S(=O)(=O)NCCN2CCN(c3ccc(F)cc3)CC2)cc1	63
Oc1cc(Cc2ccccc2)cnc1CN1CCOCC1	50
CCOC(=O)C1=C(Nc2ccc(OC(F)(F)F)cc2)OCC1=O	59&54
COC(=O)c1ccsc1NC(=O)/C=C/c1ccc(OC)c(OC)c1	72
O=C(CSc1ccc(NC(=O)c2cccc(F)c2)nn1)Nc1ccc2c(c1)OCO2	89
O=C(NCCNC(=O)NC1CCCCC1)NC1CCCCC1	59
CCOC(=O)Cn1c(=NC(=O)C2=COCCO2)sc2cc(C(=O)OCC)ccc21	62
O=C(O)/C=C\C(=O)NNC(=O)c1cccc(Br)c1	61
COc1ccc(C(=O)Nc2ccc(S(=O)(=O)N3CCC(C)CC3)cc2)cc1Br	64
CC(C)(C)C(=O)N1CCN(c2ccc(C(F)(F)F)cn2)CC1	54
O=C1NCCCCC1N1CNC(=S)NC1 (stereo unspecified)	62
COc1cc(S(=O)(=O)NCc2ccncc2)c(OC)cc1C	65
O=C(NCc1ccccn1)C(=O)Nc1ccc2c(c1)N(S(=O)(=O)c1cccs1)CCC2	54
COc1ccc(Cl)cc1C(=O)NCCN1CCN(c2ccc(F)cc2)CC1	63
CC(=O)c1cc(C(C)=O)c(O)cc1O	61
CC(C(=O)O)c1ccc(C(=O)c2ccccc2)s1 (stereo unspecified)	67
CCSc1ccccc1C(=O)N1CCN(c2nc3c(OC)ccc(C)c3s2)CC1	67
CC(C)Cn1c(=O)c2ccccc2n(Cc2nc(-c3cccc(Br)c3)no2)c1=O	122
N#Cc1c(NC(=O)Cc2ccccc2)sc2c1CCCC2	57
CS(=O)(=O)c1ccccc1-c1nnc(NC(=O)/C=C/c2ccc3c(c2)OCO3)o1	64
CCOC(=O)COc1ccccc1C1CC(c2cccs2)=NN1C(=O)c1ccco1 (stereo unspecified)	59
Cc1ncc([N+](=O)[O-])n1CCOC(=O)c1cc2ccccc2oc1=O	67
Cc1cc(NC(=O)c2ccc(S(=O)(=O)N(C)C)cc2)n(-c2nc3ccccc3s2)n1	66
CCOC(=O)N1CCC(NC(=O)c2ccc(OCc3ccc4ccccc4n3)cc2)CC1	59

16 structures already listed, arranged by molar mass, falling.
SMILES	RMI-FANCM inh
CN(C)CCCN(C(=O)c1ccc(S(=O)(=O)N(C)C2CCCCC2)cc1)c1nc2c(F)cccc2s1	117
COc1ccc(C(=O)Nc2ccc(S(=O)(=O)N3CCC(C)CC3)cc2)cc1Br	64
CC(C)Cn1c(=O)c2ccccc2n(Cc2nc(-c3cccc(Br)c3)no2)c1=O	122
CCOC(=O)N1CCC(NC(=O)c2ccc(OCc3ccc4ccccc4n3)cc2)CC1	59
CCSc1ccccc1C(=O)N1CCN(c2nc3c(OC)ccc(C)c3s2)CC1	67
O=C(CSc1ccc(NC(=O)c2cccc(F)c2)nn1)Nc1ccc2c(c1)OCO2	89
CCOC(=O)Cn1c(=NC(=O)C2=COCCO2)sc2cc(C(=O)OCC)ccc21	62
COc1ccc(Cl)cc1C(=O)NCCN1CCN(c2ccc(F)cc2)CC1	63
CCOC(=O)C1=C(Nc2ccc(OC(F)(F)F)cc2)OCC1=O	59&54
COc1cc(S(=O)(=O)NCc2ccncc2)c(OC)cc1C	65
O=C(O)/C=C\C(=O)NNC(=O)c1cccc(Br)c1	61
O=C(NCCNC(=O)NC1CCCCC1)NC1CCCCC1	59
Oc1cc(Cc2ccccc2)cnc1CN1CCOCC1	50
CC(C(=O)O)c1ccc(C(=O)c2ccccc2)s1 (stereo unspecified)	67
O=C1NCCCCC1N1CNC(=S)NC1 (stereo unspecified)	62
CC(=O)c1cc(C(C)=O)c(O)cc1O	61

Other records:
SMILES	RMI-FANCM inh
Cc1ccc2c(CC(=O)Nc3ccc(S(=O)(=O)Nc4nccs4)cc3)cc(=O)oc2c1	68
C=CCN(CC=C)S(=O)(=O)c1ccc(C(=O)NNC(=O)c2ccc(S(=O)(=O)N3CCOCC3)cc2)cc1	58
COc1ccc(-c2noc(CSc3nc4ccsc4c(=O)n3CCC(C)C)n2)cc1	67
CN(C)C=Nc1c(C#N)cnn1-c1ccc(Cl)nn1	58
O=S(=O)(CCSc1ccccc1NS(=O)(=O)c1cccc2nonc12)c1ccc(Cl)cc1	62
COc1ccc(N2CCN(C(=O)c3cc(OC)c(OC)c(OC)c3)CC2)nn1	63
COc1ccc(-c2ccc(=O)n(CCNC(=O)Nc3ccccc3Cl)n2)cc1OC	70
COc1ccc2sc(N(CCCN(C)C)C(=O)c3ccc(S(=O)(=O)N(C)C4CCCCC4)cc3)nc2c1	93
CCOc1ccc(N2N=C(C(=O)c3ccccc3)N(c3ccc(OCC)cc3)N=C2C(=O)c2ccccc2)cc1	54
Cc1nc(-c2n[nH]c(=S)n2C)cs1	61
O=C(Nn1cnc2c(cnn2-c2ccccc2)c1=O)c1ccc(Cl)c([N+](=O)[O-])c1	51
O=C(CC1Sc2ccc(C(F)(F)F)cc2NC1=O)Nc1ccccc1SC(F)(F)F (stereo unspecified)	66
CCOc1ccccc1NC(=O)C(=O)Nc1ccc2c(c1)N(S(=O)(=O)c1ccc(C)cc1)CCC2	55
COc1ccc(OC)c2sc(NC(=O)CN3C(=O)CCC3=O)nc12	71
O=C(CSc1nccc(C(F)(F)F)n1)Nc1ccc(Br)cc1	62
O=C(Nc1ccccc1)Nc1ccc2ccccc2n1	53
N#C/C(=C\c1ccc(OC(=O)c2ccccc2)cc1)C(=O)Nc1cccc2ncccc12	61
Cc1nn(-c2ccccc2)nc1CNC(=O)c1ccc(N(C)C)cc1	49
CC(C)CCn1c(=O)c2ccc(C(=O)NCC(C)C)cc2n2c(=O)n(C)nc12	71
FC(F)(F)c1ccc(NCn2nnc3ccccc32)cc1	61&54
COC(=O)CSc1nnc(-c2ccc3c(c2)OCO3)n1C	61
O=C(OCc1ccco1)c1ccc(-c2ccc(Cl)cc2)s1	56
Cc1cccc(NC(=O)c2ccco2)n1	63
Cc1ccc(NC(=S)N2CCn3cccc3C2c2ccncc2)cc1 (stereo unspecified)	72
COC(=O)c1c(NC(=O)c2cc(=O)c3ccccc3o2)sc(Cc2ccc3c(c2)OCO3)c1C	60

(next part)
SMILES	RMI-FANCM inh
N#C/C(N=Cc1ccccc1)=C(\C#N)NCc1c(F)cccc1Cl	55
O=C(NCC(=O)N1CCOC(c2ccccc2)C1)C(=O)NCc1cccs1 (stereo unspecified)	73
CC(=O)N1CCN(C(=O)Cc2cc(=O)[nH]c(SCc3cccc(Cl)c3)n2)CC1	60
CCOc1cccc2sc(NC(=O)Cc3ccc(C)cc3C)nc12	68
O=C(O)c1ccccc1NS(=O)(=O)c1ccc2[nH]c(=O)[nH]c2c1	62
O=C(NCC(=O)N1CCOC(c2ccccc2)C1)c1ccc(-c2ccccc2)cc1 (stereo unspecified)	78
O=C(CCCSc1ccc(NC(=O)c2cccs2)nn1)NCc1ccccc1Cl	61
O=C(NCCS(=O)(=O)NCc1cccs1)c1ccc2c(c1)OCO2	54
Cc1ccc(NC(=O)Cn2c(=O)n(Cc3ccc(F)cc3)c(=O)c3nccnc32)cc1Cl	97
COc1ccc(N=C2SCC(c3ccccc3)=NN2C)cc1	60
O=C(O)CNC(=O)COc1ccc(Oc2ccccc2)cc1	54
N#C/C(=C\Nc1ccc(OC(F)(F)F)cc1)C(=O)c1cccs1	62
O=c1c(Cc2ccc(-c3nn[nH]n3)cc2)c(-c2ccccc2)oc2ccccc12	59
O=C1C=CC(=O)N1Cc1ccc(Cl)c(Cl)c1	55
CC(=O)Nc1ccc(SCCCC(=O)Nc2cccnc2)nn1	64
O=C(NCC1CCNCC1)c1ccno1	58
COc1ccccc1OCCCC(=O)Nc1cc(Cl)cc(Cl)c1	69
Cc1cc(C)c(S(=O)(=O)N2CCC(Cc3ccccc3)CC2)c(C)c1	62
O=C(CSCC(=O)Nc1ccccc1)NNC(=O)Nc1ccc(OC(F)(F)F)cc1	60
Nc1c(S(=O)(=O)O)cc(Nc2ccc(Nc3nc(Cl)nc(Nc4ccc(S(=O)(=O)O)cc4)n3)c(S(=O)(=O)O)c2)c2c1C(=O)c1ccccc1C2=O	56
Cc1c(NC(=O)CSc2ncnc3sc4c(c23)CCC(C)C4)c(=O)n(-c2ccccc2)n1C (stereo unspecified)	68
Cn1nc(C(=O)Nc2cccc(C(F)(F)F)c2)ccc1=O	62
Cc1ccc(S(=O)(=O)N2CCCC2C(=O)Nc2nnc(-c3cc(C)nn3C)o2)cc1 (stereo unspecified)	70
COC(=O)c1ccc2c(=O)n(CCC(=O)NCCN3CCCCC3)c(=S)[nH]c2c1	68
O=C(c1cccn(Cc2ccccc2F)c1=O)N1CCCc2ccccc21	107

Remaining list, next part.
SMILES	RMI-FANCM inh
CCCN1C(=O)C(C)(C)COc2ccc(NC(=O)CC(C)C)cc21	66
O=C(Nc1cccc2c1C(=O)NC2=O)C1=COCCO1	65
Cc1ccc(C(=O)NNc2ccc(Cl)c(Cl)c2)cc1	63
COc1ccc(CCC(=O)Nc2ccc3c(c2)CN(S(=O)(=O)c2ccc(C)cc2)CC3)cc1	78
O=S(=O)(NCCOc1ccc(F)cc1)c1ccc2ccccc2c1	90
CCCn1c(-c2ccc(F)cc2)n[nH]c1=O	54
Cc1ccc(C)c2sc(N3CCN(C(=O)c4ccc(Cl)s4)CC3)nc12	62
O=C(NCCc1cn2c(n1)SCC2)C(=O)Nc1ccc2c(c1)OCCO2	57
O=S(=O)(NCc1ccccc1)c1ccc2c(c1)Cc1cc(S(=O)(=O)NCc3ccccc3)ccc1-2	60
CCCc1cc(=O)[nH]c(SCC(=O)c2ccccc2)n1	54
O=c1c2[nH]c3ccccc3c2ncn1Cc1ccccc1	70
CCS(=O)(=O)c1cccc(C(=O)Nc2nc3ccc4nc(C)sc4c3s2)c1	57
COC(=O)c1ccc(-c2csc(NC(=O)c3ccc4c(c3)OCCO4)n2)cc1	128
O=C(NCc1ccccc1)N1CCn2cccc2C1c1cccs1 (stereo unspecified)	64
O=C(/C=C\c1ccc2c(c1)OCO2)NCCn1ncc2c(=O)n(Cc3cccc([N+](=O)[O-])c3)cnc21	72
N=C(N)SC12CC3CC(CC(C3)C1)C2	71
Cc1cc(O)c2c(CN3CCN(Cc4ccc5c(c4)OCO5)CC3)cc(=O)oc2c1	53
CCOC(=O)c1nnn2c1nc(Sc1nnc(-c3ccncc3)n1C)c1ccccc12	53
COc1ccccc1OCC(=O)NCCN1CCN(c2ccccc2OC)CC1	64
COc1ccc(-c2cn3c(CC(=O)NCc4ccc(Cl)cc4)csc3n2)cc1	74
NS(=O)(=O)Cc1noc2ccccc12	51&61
COc1ccc(-c2nc(SCC(=O)NCc3ccco3)c3c(=O)n(C)c(=O)n(C)c3n2)cc1OC	58
Cc1ccc(NC(=O)Cn2nc3ccc(S(=O)(=O)C(C)(C)C)nn3c2=O)cc1C	63
O=C(NCCCn1nc(-c2ccncc2)ccc1=O)c1ccc2c(c1)OCO2	68
Cc1ccc(S(=O)(=O)c2nc(N3CCCc4ccccc43)sc2Cl)cc1	64

Remaining list, next part.
SMILES	RMI-FANCM inh
Cc1nnsc1-c1n[nH]c(C)c1C(=O)NN	54
COc1ccc2sc(N(CCN(C)C)C(C)=O)nc2c1	65
O=C(NCC(c1ccc(F)cc1)N1CCOCC1)C1CCCCC1 (stereo unspecified)	48
Cc1ccc2sc(NCCN(C)C)nc2c1C	73
COC(=O)C1=C(NNc2ncc(Cl)cc2C(F)(F)F)CSC1	48
O=C(CSc1ccc(-c2ccccn2)nn1)N1CCN(c2ccccc2)CC1	63
COC(=O)c1ccc(-c2csc(NC(=O)C3CCCN(S(C)(=O)=O)C3)n2)cc1 (stereo unspecified)	64
CSC(=NNc1ccccc1C(F)(F)F)NC(=O)c1c(Cl)cccc1Cl	60&69
O=C(Cn1cnc2c(cnn2-c2cccc(Cl)c2)c1=O)Nc1ccc2c(c1)OCCO2	56
CC1=C(C(N)=O)C(c2ccc(Cl)cc2)NC(=S)N1 (stereo unspecified)	59
COC(=S)NC(=O)/C=C/c1ccccc1	54
C(=N/N=C\c1cccc(OCc2ccccc2)c1)/c1cccc(OCc2ccccc2)c1	51
COc1cc(NC(=O)CSc2nccn3nc(-c4ccc(F)cc4)cc23)cc(OC)c1OC	88
Oc1ccc(N=Cc2c[nH]c3ccccc23)cc1	60
Cc1ccc(OCC(O)CN2CCC(C(N)=O)CC2)cc1C (stereo unspecified)	56&53
O=C(Nc1ccccc1C(=O)NNc1c(Cl)cc(Cl)cc1Cl)c1cccs1	56
COC(=O)c1sccc1N/N=C\c1cccc(Cl)c1	60
O=C(O)CSC(SCC(=O)O)c1cccs1	54
COCCNC(=O)C(=O)NCC(c1ccc(N(C)C)cc1)N1CCN(C)CC1 (stereo unspecified)	65
O=C(CCC(C(=O)O)N1C(=O)c2ccccc2C1=O)Nc1ccc2c(c1)COCO2 (stereo unspecified)	59
c1ccc(C2=NNC(c3ccccc3)=NN2)cc1	60&55
COC(=O)CSC(=O)N/C=C/c1ccsc1	55
CCc1nnc(NS(=O)(=O)c2ccc(NC(=O)c3ccc([N+](=O)[O-])o3)cc2)s1	52
COc1ccc(NC(=O)C(=O)NCC2(c3cccs3)CCCC2)cc1OC	62
CC(=O)Nc1cccc(OCCCNc2ncnc3scc(-c4ccccc4)c23)c1	56

The list goes on:
SMILES	RMI-FANCM inh
CCOCC(=O)Nc1ccc(-c2nnc(CC)o2)cc1	62
Cc1c(NC(=O)C2(c3cccs3)CCCC2)c(=O)n(-c2ccccc2)n1C	58
COc1ccc(OC)c(N2CC(c3nc4ccccc4[nH]3)CC2=O)c1 (stereo unspecified)	58
CSc1ccccc1NC(=O)c1cnc2sc(C)cn2c1=O	53
Cc1ccc(NC(=O)CSc2ncc(-c3ccccc3)[nH]2)cc1Cl	58
CCCS(=O)(=O)/C(C#N)=C/c1ccc(-c2ccc(OC)cc2)s1	56
C/C(Cc1ncn(-c2cc(C)on2)n1)=N/OC(=O)Nc1ccc(Cl)cc1	57&59
COc1cccc(NC(=O)Cn2cc(-c3nnc(-c4ccco4)o3)c3ccccc32)c1	124

Screening data from PubChem.
